tim23-1 inh: tim23-1 yeast growth inhibition | S. cerevisiae tim23-1 growth, BacTiter-Glo luminescence, 24 h | inhibition, % at 20 µM | actives 1.3% (n = 330,000) | AID 463212;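 active = growth inhibition of the mutant yeast at or above 50%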;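 note: temperature-sensitive mutant grown at 25 °C; plate controls were DMSO-treated mutant yeast for no effect and medium wells lacking yeast for full effect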
697 NFkB inh: lowers PMA/ionomycin-induced NF-kB signal in 697 B cells; 697 B-cell NF-kB luciferase reporter, 16 h; inhibition, % at 4 µM; actives 0.33% (n = 330,000); in the data active = inhibition above about 35%
UPR XBP1 act: activators of adaptive arm of unfolded protein response (XBP1) | AID 463104 | activation, % at 20 µM | actives 0.33% (n = 330,000) | CHO-XBP1 luciferase reporter, IRE1-XBP1 UPR activation, luminescence; percent of tunicamycin response, DMSO as zero;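 active = versus positive control, 20 µM dose yields 30% or more activation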;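 note: 100% = tunicamycin at 10 µg/mL and 0% = DMSO only wells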
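Assay system: IRE1-XBP1 luciferase reporter CHO line. Input: 1000 cells/well. Buffer or medium: F12 with 10% serum. Doses: 20 µM, 1% DMSO. Times: overnight seeding at 37 °C, 6 h compound treatment at 37 °C. Technique: Steady-Glo luciferase glow luminescence, 10 min after reagent addition.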
TIM10 inh: TIM10 yeast growth inhibition. S. cerevisiae TIM10 strain growth, BacTiter-Glo luminescence, 24 h. inhibition, % at 10 µM. actives 1.4% (n = 330,000). AID 463195;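 active = inhibition of 40% or more at the single tested concentration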;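 note: wild-type TIM10 isogenic control strain grown at permissive 25 °C; 0% = DMSO yeast wells and 100% = minimal medium wells without yeast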
Jurkat NFkB inh: lowers PMA/ionomycin-induced NF-kB signal in Jurkat cells. actives 0.53% (n = 330,000). inhibition, % at 4 µM. PMA/ionomycin-induced NF-kB luciferase reporter, luminescence; in the data active = inhibition above about 50%
Mdm2-MdmX inh: human Mdm2/MdmX binding inhibition | O15151+Q00987 | inhibition, % at 8 µM | actives 3% (n = 330,000) | SaOS-2 split-luciferase Mdm2/MdmX complementation, luminescence;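 active = inhibition of at least 50% at 8 µM in the primary screen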
Target sequence (O15151 whole entry, looked up): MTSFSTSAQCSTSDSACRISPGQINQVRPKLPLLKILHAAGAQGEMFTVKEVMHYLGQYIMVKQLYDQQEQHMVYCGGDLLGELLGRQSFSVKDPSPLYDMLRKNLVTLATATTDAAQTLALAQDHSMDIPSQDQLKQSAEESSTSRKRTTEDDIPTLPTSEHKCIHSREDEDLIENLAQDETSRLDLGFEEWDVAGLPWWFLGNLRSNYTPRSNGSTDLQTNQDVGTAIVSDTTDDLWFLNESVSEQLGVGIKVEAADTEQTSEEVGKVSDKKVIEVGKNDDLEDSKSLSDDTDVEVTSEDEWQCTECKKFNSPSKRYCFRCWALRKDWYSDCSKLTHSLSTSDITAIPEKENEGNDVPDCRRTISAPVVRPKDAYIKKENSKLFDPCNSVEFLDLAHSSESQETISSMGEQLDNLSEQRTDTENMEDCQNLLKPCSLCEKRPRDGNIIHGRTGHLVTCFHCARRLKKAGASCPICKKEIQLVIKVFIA
Target sequence (Q00987 whole entry, looked up): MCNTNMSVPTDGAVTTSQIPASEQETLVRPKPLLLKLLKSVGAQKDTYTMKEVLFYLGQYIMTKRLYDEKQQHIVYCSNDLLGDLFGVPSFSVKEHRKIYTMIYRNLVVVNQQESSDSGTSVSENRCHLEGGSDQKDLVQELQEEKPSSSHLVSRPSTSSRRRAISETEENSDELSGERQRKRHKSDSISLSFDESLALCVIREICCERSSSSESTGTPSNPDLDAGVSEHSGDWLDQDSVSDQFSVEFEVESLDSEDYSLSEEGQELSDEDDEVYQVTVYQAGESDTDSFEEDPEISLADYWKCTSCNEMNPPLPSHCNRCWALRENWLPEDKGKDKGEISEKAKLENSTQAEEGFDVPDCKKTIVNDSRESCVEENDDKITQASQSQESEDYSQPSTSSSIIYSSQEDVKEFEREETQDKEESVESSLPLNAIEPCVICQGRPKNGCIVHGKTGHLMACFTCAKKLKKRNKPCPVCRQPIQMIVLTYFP
UPR CHOP act: apoptotic UPR (CHOP) activation; CHO-CHOP luciferase reporter, luminescence; percent of tunicamycin response over DMSO baseline; activation, % at 10 µM; actives 0.34% (n = 330,000); AID 449763;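 active = at 10 µM dose, activation of 40% or more, normalized to positive control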;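 note: 100% = tunicamycin at 10 µg/mL and 0% = DMSO alone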
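assay system = CHO CHOP reporter cells | amount = 500 CHO-CHOP cells per well | buffer or medium = F12 with 10% FBS | incubation = 16-18 h cell attachment, then 6 h compound exposure, 37 °C | detection = luminescence read with Steady-Glo | read-out = percent activation relative to tunicamycin control | controls = tunicamycin high control, DMSO low control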
tim10-1 inh: inhibits growth of tim10-1 mutant yeast | AID 463190 | inhibition, % at 20 µM | actives 2.2% (n = 330,000) | S. cerevisiae tim10-1 ts strain growth, BacTiter-Glo, 24 h;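 active = inhibition of at least 40%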;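 note: mutant grown at 25 °C; 0% = DMSO wells with yeast and 100% = wells holding no yeast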
The depositor's hits bear a star.

SMILES | tim23-1 inh | 697 NFkB inh | UPR XBP1 act | TIM10 inh | Jurkat NFkB inh | Mdm2-MdmX inh | UPR CHOP act | tim10-1 inh
COc1ccc(C2CC(=O)N(CC(=O)NCC3CCCO3)c3ccccc3S2)cc1OC (stereo not drawn) | 4.8 | 14.5 | 2.1 | -3.0 | 4.9 | 5.1 | -2.5 | 5.9
CC(C(=O)NCC1(c2ccccc2)CCCC1)N1CCOCC1 (stereo not drawn) | 3.4 | -1.3 | 2.7 | 17.0 | 5.8 | -13.7 | 0.6 | 17.3
COC(=O)CN(c1cc(Cl)ccc1OC)S(=O)(=O)c1ccc(C)cc1 | 28.9 | 5.9 | -1.5 | -8.0 | -3.8 | 15.6 | 0.3 | -5.2
CCOC(=O)c1c(NC(C)=O)sc2c1CCC(C=NCCCN(CC)CC)=C2Sc1ccccc1 | -5.6 | -56.2 | 15.3 | 10.4 | -12.6 | 36.9 | 28.9 | 24.4
O=C(CC(Cc1ccccc1)c1ccco1)NC1CCCCC1 (stereo not drawn) | 11.7 | 11.4 | 0.8 | 3.6 | 15.5 | -2.0 | -1.8 | 17.3
O=S(Cc1ccc(Br)cc1)Cc1nnc(SCc2c(F)cccc2Cl)n1-c1ccccc1 (stereo not drawn) | 37.4 | -33.5 | -2.5 | 33.3 | 29.5 | 25.8 | 4.2 | 35.5
COc1ccc(S(=O)(=O)N(Cc2nc3ccccc3c(=O)[nH]2)C2CCCC2)cc1 | 29.5 | -2.0 | -5.3 | 42.2* | -4.4 | 5.5 | -1.8 | 30.1
COc1ccc(C2C(C(=O)c3ccco3)=C(O)C(=O)N2CC2CCCO2)cc1 (stereo not drawn) | 2.2 | 19.2 | -3.1 | -3.4 | 15.5 | 7.8 | 1.1 | 10.1
O=c1cc(-c2ccccc2)nc2nc(-c3ccccc3)[nH]n12 | 11.9 | -35.1 | 0.7 | 10.7 | -9.1 | -9.2 | 5.6 | 14.0
Cc1cccc(OCC(=O)N/N=C/c2sc(=O)n(Cc3cccc(C(=O)O)c3)c2Cl)c1 | 13.0 | 9.5 | -3.5 | 14.1 | -4.2 | -40.9 | 0.1 | 0.7
O=C(O)[C@H](Cc1ccccc1)Nc1ccc([N+](=O)[O-])cn1 | 13.3 | -9.1 | -0.8 | -5.5 | -9.1 | -5.6 | 0.3 | 12.7
O=C(Cc1cccc2ccccc12)N/N=C/c1ccc(O)c([N+](=O)[O-])c1 | 0.3 | 14.8 | -3.0 | 9.0 | 15.6 | -1.8 | 0.0 | 12.7
CCOC(=O)C1CCN(c2c(NCc3ccc(N(C)C)cc3)c(=O)c2=O)CC1 | 7.6 | 24.6 | -1.1 | -2.7 | 0.7 | 1.1 | 0.5 | -6.8
O=C(NCc1cccs1)c1ccncc1 | 11.1 | 1.2 | -2.4 | 0.2 | -8.6 | 22.9 | -1.8 | -2.3
Cc1cccc(-c2nc3sc(C)cc3c(=O)o2)c1 | 26.5 | -15.4 | 0.0 | 31.8 | -21.3 | -6.5 | 3.5 | 22.0
COc1cc(C(NC=O)C(=O)Nc2c(C)cccc2C)ccc1O (stereo not drawn) | 15.6 | 19.5 | 2.1 | 0.4 | 10.5 | -20.6 | 1.5 | -1.4
O=C(C[n+]1cccc(C(=O)N/N=C/c2cccc([N+](=O)[O-])c2)c1)c1ccccc1 | 20.9 | 2.8 | -1.8 | 10.2 | -15.3 | 22.6 | 2.5 | 0.7
CC(c1ccc(F)cc1)n1cc(S(=O)(=O)N2CCCC2)ccc1=O (stereo not drawn) | 11.6 | 4.1 | -0.6 | 1.0 | -1.0 | 5.4 | 1.4 | -8.1
O=C1OC[C@@H]2CCCN2C(=O)[C@H](CC(=O)N(CCO)Cc2ccccc2)C/C=C\C[C@H]1Cc1ccc(F)cc1 | 3.0 | -8.8 | 2.6 | 4.4 | 12.0 | 3.2 | 2.2 | -2.8
S=c1nc(-c2ccccc2)n(-c2ccccc2)[nH]1 | -0.6 | -3.4 | 0.6 | 14.3 | 1.5 | -16.5 | 0.7 | -1.7
CC(C)NC(=O)c1onc(CSc2ccc(F)c(F)c2)c1C(=O)NC(C)C | 32.6 | -1.0 | -2.5 | 7.3 | -28.4 | -31.2 | -0.5 | 34.6
CC(=O)Oc1cccc(N2C(=O)C3CC=CCC3C2=O)c1 (stereo not drawn) | 6.9 | 0.2 | -0.2 | -14.0 | -13.3 | -19.6 | -2.2 | 5.5
CCOC(=O)CC(=O)CSC1=C(C#N)C(c2ccccc2OC)CC(=O)N1 (stereo not drawn) | 11.2 | 5.6 | -1.7 | 8.4 | 8.0 | 2.8 | -1.4 | 0.1
NC(=O)c1ccc(-n2nnnc2SCC(=O)Nc2ccccc2F)cc1 | 5.5 | 12.7 | 0.6 | 8.4 | 6.5 | -1.2 | -0.4 | -3.1
CSC1=NCCN1C(=O)Cc1cccs1 | -2.8 | 11.2 | -2.2 | 13.5 | 4.3 | -9.9 | 2.7 | -7.2

Next part (3 carried over from the part before).
SMILES | tim23-1 inh | 697 NFkB inh | UPR XBP1 act | TIM10 inh | Jurkat NFkB inh | Mdm2-MdmX inh | UPR CHOP act | tim10-1 inh
CCOC(=O)CC(=O)CSC1=C(C#N)C(c2ccccc2OC)CC(=O)N1 (stereo not drawn) | 11.2 | 5.6 | -1.7 | 8.4 | 8.0 | 2.8 | -1.4 | 0.1
NC(=O)c1ccc(-n2nnnc2SCC(=O)Nc2ccccc2F)cc1 | 5.5 | 12.7 | 0.6 | 8.4 | 6.5 | -1.2 | -0.4 | -3.1
CSC1=NCCN1C(=O)Cc1cccs1 | -2.8 | 11.2 | -2.2 | 13.5 | 4.3 | -9.9 | 2.7 | -7.2
CCOC(=O)c1[nH]c(C)c(C(=O)N2CCc3c([nH]c4ccccc34)C2c2ccccn2)c1C (stereo not drawn) | 0.6 | 8.2 | -0.6 | 25.3 | 9.8 | 16.5 | -1.0 | 11.5
CC(C)Cc1c2c([nH]c(=S)c1C#N)CCCC2 | 34.2 | 18.3 | 0.6 | 26.4 | -3.6 | -39.6 | 2.6 | 36.3
COc1cc(OC)cc(C(=O)Nc2nc3ccccc3[nH]2)c1 | -1.2 | -114.4 | 4.2 | -4.2 | -97.4 | -44.5 | 5.7 | -7.8
CCOC(=O)c1oc2ccccc2c1NC(=O)c1cccc(OC)c1OC | 37.5 | -0.6 | 1.3 | 35.6 | 2.2 | 3.9 | -0.8 | 26.8
COc1ccccc1CC(NC(C)=O)C(=O)N1CCN(C(=O)Nc2ccccc2Cl)CC1 (stereo not drawn) | 5.6 | 8.0 | -1.2 | -11.8 | -15.6 | -5.5 | -0.6 | 5.9
COc1cc(C(=O)N2CCN(C(=O)C3COc4ccccc4O3)CC2)cc(OC)c1OC (stereo not drawn) | -0.3 | -11.7 | -4.5 | 10.5 | -0.7 | 11.8 | -1.4 | 1.1
Cc1c(Cl)cccc1NC(=S)NCCN1CCOCC1 | 18.5 | 3.8 | -1.6 | 8.1 | -10.4 | -9.8 | 1.4 | 7.8
CCOC(=O)C1=C(C)OC(N)=C(C#N)C1c1cc(OC)c2c(c1)OCO2 (stereo not drawn) | 14.7 | 26.5 | -2.7 | 6.0 | -5.8 | -0.9 | -3.3 | 14.1
CCNC(=O)N(CC)C[C@H]1N[C@@](C)(C(=O)OC)[C@H]2C(=O)N(C)C(=O)[C@@H]12 | 3.0 | -6.3 | 0.7 | 1.0 | -0.5 | -24.3 | 2.1 | 1.6
O=C(CSc1nc(-c2ccco2)cc(C(F)(F)F)n1)NCCc1ccccc1 | 15.5 | 16.3 | -3.6 | -8.1 | 1.4 | 72.9* | -0.5 | 23.0
O=C(COC(=O)c1cccc(Br)c1)NCCNC(=O)COC(=O)c1cccc(Br)c1 | -9.1 | -13.2 | 2.3 | -6.3 | -3.4 | 11.9 | 1.2 | -6.9
O=C1CC(C(=O)O)S/C(=N\NC(=O)c2ccc(F)cc2)N1 (stereo not drawn) | -9.7 | 4.0 | -2.9 | 5.1 | 7.8 | -28.0 | -1.1 | 4.2
Cc1ccc(NC2CCCN(C(=O)CCCN3CCCCC3=O)C2)cc1C (stereo not drawn) | 1.6 | -22.6 | -2.7 | 19.4 | -12.3 | 14.1 | 2.8 | 4.3
COc1cc2sc3ccc(C#Cc4ccc(N)cc4)cc3c(=O)c2cc1OC | 5.4 | -9.8 | 8.1 | -7.8 | 5.5 | 19.7 | 1.1 | 11.5
C/C(=N\NC(=O)COc1ccccc1-c1ccccc1)c1ccccn1 | 17.7 | -13.0 | 0.6 | 15.6 | 37.5 | 86.2* | 104.7* | 35.2
CCCn1c2ccccc2c2cnn(CC(=O)N3CCOCC3)c(=O)c21 | -2.8 | 3.3 | -0.6 | 0.7 | -0.3 | 15.1 | -0.3 | -8.8
CCOc1ccccc1N(CC(=O)Nc1ccccc1C(=O)OC)S(C)(=O)=O | 2.7 | -0.5 | -0.8 | -22.8 | -5.3 | -11.7 | -1.1 | 17.6
CC(C)(C)CC(C)(C)c1ccc(O)c(CN2CCN(CCC#N)CC2)c1 | 3.5 | -26.9 | -2.0 | 6.6 | -10.4 | 33.6 | 0.4 | 27.0
COc1ccc(NS(=O)(=O)c2ccc(OC)c(NC(=O)CCC3CCCCC3)c2)cc1 | 17.3 | 3.7 | 0.1 | 12.0 | -11.5 | 13.4 | -0.3 | 5.8
O=C(C1CCCCN1S(=O)(=O)c1ccccc1)N1CCN(C(c2ccccc2)c2ccccc2)CC1 (stereo not drawn) | 14.3 | 3.2 | -2.5 | 14.6 | -6.0 | 10.1 | -1.1 | 16.8
C/C(=N\NC(=O)COc1ccccc1-c1ccccc1)c1cccnc1 | 34.1 | 3.6 | -1.4 | 19.5 | 15.8 | 14.1 | -0.9 | 24.2
N#Cc1nc(Cc2ccccc2)oc1NCc1cccnc1 | -4.3 | 11.8 | 0.7 | -9.3 | 5.6 | 13.2 | -2.2 | -0.9
O=C(Cn1nnc(N2CCCCC2)n1)c1ccc(Cl)c(Cl)c1 | 9.0 | -32.7 | 1.7 | 16.0 | -14.4 | 5.5 | -0.2 | -3.2
CC(=O)Nc1cc(C(=O)O)ccc1S(=O)(=O)c1ccc(C)cc1 | 11.1 | 6.4 | 0.9 | -15.5 | -9.6 | 8.5 | -0.9 | -7.5
NC(=O)N=Nc1c(O)[nH]c2c(Br)cc(Br)cc12 | 11.4 | -4.4 | -1.0 | 10.4 | -10.3 | 7.6 | 0.5 | 28.8
Cc1ccccc1OCC(=O)NNC(=O)c1cc(S(=O)(=O)N2CCOCC2)ccc1N1CCCC1 | -15.9 | -5.3 | -3.3 | -3.0 | -10.0 | 13.4 | 1.8 | -18.5
Nc1c(Cl)ncnc1NCC(O)CO (stereo not drawn) | -1.7 | 16.4 | -3.1 | -18.6 | -5.0 | 18.3 | -1.6 | -4.1
Cc1ccc(OCCNC(=O)c2cc(C(=O)NCCOc3ccc(C)cc3)cc([N+](=O)[O-])c2)cc1 | 1.8 | 9.5 | 7.3 | -13.2 | -5.9 | 35.2 | 10.9 | 8.2
O=c1c2c(n3cnnc3n1-c1ccccc1)-c1ccccc1CC21CCCC1 | 42.7 | 4.5 | -1.5 | 37.5 | 10.2 | 13.4 | 0.7 | 38.8

Three compounds already listed, ordered by molecular weight, largest number first.
SMILES | tim23-1 inh | 697 NFkB inh | UPR XBP1 act | TIM10 inh | Jurkat NFkB inh | Mdm2-MdmX inh | UPR CHOP act | tim10-1 inh
Cc1ccc(OCCNC(=O)c2cc(C(=O)NCCOc3ccc(C)cc3)cc([N+](=O)[O-])c2)cc1 | 1.8 | 9.5 | 7.3 | -13.2 | -5.9 | 35.2 | 10.9 | 8.2
Cc1ccc(NC2CCCN(C(=O)CCCN3CCCCC3=O)C2)cc1C (stereo not drawn) | 1.6 | -22.6 | -2.7 | 19.4 | -12.3 | 14.1 | 2.8 | 4.3
CC(C)Cc1c2c([nH]c(=S)c1C#N)CCCC2 | 34.2 | 18.3 | 0.6 | 26.4 | -3.6 | -39.6 | 2.6 | 36.3

Compound activity (PubChem BioAssay)

No enrichment for hits; about 6.6% have a hit in one of these screens.
